M5 ag – human M5 muscarinic receptor agonists, primary screen, CHO-K1 cells, Fluo-8 calcium fluorescence | activation, % at 3 µM | CHO-K1 hM5 cells; 0% DMSO wells, 100% maximal acetylcholine response | AID 624037, 2012 | 360,000 tested, 0.19% active;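 active means activation above the run's mean over test compounds plus 3 SD, cut at about 23% in these data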;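 further: signal is peak over basal fluorescence ratio across the kinetic read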
Target sequence (P08912 whole entry, looked up): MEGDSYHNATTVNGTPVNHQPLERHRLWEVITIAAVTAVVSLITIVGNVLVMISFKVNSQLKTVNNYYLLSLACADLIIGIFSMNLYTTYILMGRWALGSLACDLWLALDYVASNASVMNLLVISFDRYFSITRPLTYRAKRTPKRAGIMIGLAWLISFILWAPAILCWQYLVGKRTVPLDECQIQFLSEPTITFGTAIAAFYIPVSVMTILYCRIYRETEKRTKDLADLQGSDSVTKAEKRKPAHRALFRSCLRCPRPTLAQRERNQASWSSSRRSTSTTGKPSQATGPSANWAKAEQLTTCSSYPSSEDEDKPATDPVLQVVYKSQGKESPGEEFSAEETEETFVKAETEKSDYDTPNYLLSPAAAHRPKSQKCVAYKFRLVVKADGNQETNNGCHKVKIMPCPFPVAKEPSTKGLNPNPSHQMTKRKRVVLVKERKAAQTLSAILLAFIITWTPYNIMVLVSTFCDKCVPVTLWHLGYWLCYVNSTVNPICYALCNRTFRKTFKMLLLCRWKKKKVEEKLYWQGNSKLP
CRFBP-R2 block – antagonists of CRF-BP/CRF-R2 complex, primary screen, cell-based, HEK293, calcium dye fluorescence, uHTS | AID 588475, 2011 | 350,000 tested, 0.59% active | CRF-induced calcium fluorescence | inhibition, % at 11.8 µM;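 active means inhibition of the ligand-induced calcium signal above about 50% at the single tested concentration, limit read from the data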
CHRM4 PAM – human M4 muscarinic receptor positive allosteric modulators, primary screen, CHO-K1 cells, Fluo-8 calcium fluorescence. Muscarinic acetylcholine receptor M4 (Homo sapiens), P08173. CHO-K1 hM4/Gqi5, ACh EC20; 0% = ACh EC20, 100% = maximal ACh. activation, % at 3 µM. 360,000 tested, 0.4% active;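 active means activation above its plate's cutoff, the mean activation of sample wells plus 3 SD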; further: some results filed as inactive read as strong as hits
Target sequence (P08173 whole entry, looked up): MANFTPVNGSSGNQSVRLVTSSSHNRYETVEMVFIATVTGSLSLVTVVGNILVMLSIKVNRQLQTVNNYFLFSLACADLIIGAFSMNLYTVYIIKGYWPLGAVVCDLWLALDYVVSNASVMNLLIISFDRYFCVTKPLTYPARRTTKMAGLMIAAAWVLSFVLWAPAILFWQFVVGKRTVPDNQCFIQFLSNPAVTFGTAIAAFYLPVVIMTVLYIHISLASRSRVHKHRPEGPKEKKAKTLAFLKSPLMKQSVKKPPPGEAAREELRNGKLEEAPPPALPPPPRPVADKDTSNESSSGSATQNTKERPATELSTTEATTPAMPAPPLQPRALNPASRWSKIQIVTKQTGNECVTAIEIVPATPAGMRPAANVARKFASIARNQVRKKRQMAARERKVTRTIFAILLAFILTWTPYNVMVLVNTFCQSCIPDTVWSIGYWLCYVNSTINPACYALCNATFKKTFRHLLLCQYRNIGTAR
TAAR1 antagonist – human TAAR1 antagonists, primary screen, Fluo-8 calcium fluorescence, CHO RD-HGA16 cells. Trace amine-associated receptor 1 (Homo sapiens), Q96RJ0. inhibition, % at 3 µM. 360,000 tested, 1.5% active. antagonist;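 active means inhibition above a per-plate cutoff, the mean inhibition of test compounds on that plate plus 3 SD, cut at about 49% in these data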;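 further: 0% = DMSO plus EC80 beta-PEA response and 100% = DMSO alone without agonist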
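System: CHO RD-HGA16 cells bearing hTAAR1. Reagent: EC80 β-phenethylamine stimulus. Schedule: seeding 17-24 h prior, 75-min 37 °C, 30-min RT dye loading. Signal: Fluo-8 intracellular calcium dye fluorescence, real-time kinetic reads. Read-out: % inhibition from peak post-agonist over basal fluorescence ratio. Benchmarks: vehicle wells and EC80 agonist wells. Replicates: n of 1.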
M5 antag – human M5 muscarinic receptor antagonists, primary screen, CHO cells, Fluo-8 calcium fluorescence; Muscarinic acetylcholine receptor M5 (Homo sapiens), P08912; CHO-hM5 cells, ACh EC80; inhibition, % at 3 µM; 360,000 tested, 0.59% active; AID 624040, 2012;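 active means inhibition above a per-plate cutoff, the mean of that plate's test compounds plus 3 SD, cut at about 27% in these data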;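 further: 0% = acetylcholine EC80 with DMSO and 100% = DMSO without agonist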
CRFR2-BP ag – agonists of CRF-BP/CRF-R2 complex, primary screen, cell-based, HEK293, calcium dye fluorescence, uHTS; calcium dye fluorescence (FLIPR); percent of saturating CRF peptide response; activation, % at 13.2 µM; 350,000 tested, 0.46% active;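 active means activation of at least 50%, plus an integration ratio under a set limit after plate pattern correction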;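 further: plate controls were neutral control wells without compound for no effect and CRF at EC100 for full effect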
TAAR1 agonist – human TAAR1 agonists, primary screen, Fluo-8 calcium fluorescence, CHO RD-HGA16 cells; vehicle wells 0%, saturating PEA agonist 100%; AID 624467, 2012; Trace amine-associated receptor 1 (Homo sapiens), Q96RJ0; 360,000 tested, 0.99% active; activation, % at 3 µM;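 active means activation above the mean activation of all test compounds in the run plus 3 SD, cut at about 38% in these data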
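Test system: RD-HGA16 (CHO) cells co-expressing Gα16 and hTAAR1 / Benchmarks: DMSO vehicle as 0%, PEA at EC100 as 100% / Repeats: no replicates (n 1) / Measure: % activation from peak over basal fluorescence ratio, DMSO-to-PEA scaled / Timing: 17-24 h plating, Fluo-8 75 min 37 °C, 30 min RT / Technique: kinetic Fluo-8 calcium fluorescence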
M1 PAM parental – nonselective calcium activators in parental CHO-K1 cells, primary screen, counter-screen for M1 PAM project, cell-based, Fluo-8 calcium fluorescence, full deck, 1536-well | 360,000 tested, 0.02% active | ATP EC20; 0% at ATP EC20, 100% at ATP max | activation, % at 3 µM | AID 602247, 2012;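 active means activation above the run cutoff, the mean activation of all test compounds plus 3 SD, cut at about 40% in these data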;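 further: peak over basal fluorescence ratio in a 140 s read after ATP addition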
M5 PAM – human M5 muscarinic receptor positive allosteric modulators, primary screen, CHO-K1 cells, Fluo-8 calcium fluorescence; Muscarinic acetylcholine receptor M5 (Homo sapiens), P08912; CHO-K1 hM5, ACh EC20 PAM; 0% = ACh EC20, 100% = ACh EC100; activation, % at 3 µM; 360,000 tested, 0.3% active; AID 624038, 2012;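 active means activation above the run cutoff, the mean activation of all test compounds plus 3 SD, cut at about 18% in these data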
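System: CHO-K1 hM5 cells. Reagent: acetylcholine, EC20 level. Compound dosing: single dose, 3 µM nominal final test concentration. Timing: Post-acetylcholine fluorescence recording 140 s. Detection: Fluo-8 calcium fluorescence. Read-out: % activation, ACh-normalized. Benchmarks: ACh EC20 and EC100 wells. Repeats: singlicate, one well per test compound.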
An asterisk follows results filed as active; / = not tested or not shown; & = joins results of further samples.

SMILES	M5 ag	CRFBP-R2 block	CHRM4 PAM	TAAR1 antagonist	M5 antag	CRFR2-BP ag	TAAR1 agonist	M1 PAM parental	M5 PAM
CC(=O)O/N=C/c1c(Cl)n(C)c2ccccc12	-5	9	12	2	-10	-0.9	1	-2	0
CC1CC(=O)Nc2ccccc2N1C(=O)CN1CCN(C=O)CC1 (centres undefined)	-2	-2	5	12	-5	0.5	0	21	-2
Cc1ccc(-n2ccnc(SCC(=O)NCCc3ccccc3)c2=O)cc1F	2	-15	-1	-37	-4	-1.6	37*	10	-1
O=C(/C=C/c1ccc(O)c(O)c1)c1ccccc1O	0	2	-6	0	17	3.8	14	3	-8
CC[N+]1(C)CCC(O)(c2ccc(OC)cc2)C(C(=O)c2ccc(OC)cc2)C1 (centres undefined)	0	5	6	1	2	-1.9	2	5	2
CCS(=O)(=O)N1CCCC(C(=O)NCCCN2CCCC2=O)C1 (centres undefined)	0	8	10	-10	-2	-2.6	0	5	-2
CCN1CCN(Cc2nc3c(c(=O)n(C)c(=O)n3C)n2CCc2ccccc2)CC1	-4	-7	4	-15	-1	-0.2	2	22	-1
CCCc1nn(C)c2c1C(c1cccnc1)C(C#N)=C(N)O2 (centres undefined)	-2	-12	-1	-11	-2	1.2	4	19	5
COc1ccc(CN2CCCC(C(=O)c3cccc(OC(C)C)c3)C2)cc1Cn1cccn1 (centres undefined)	-17	2	-46	-18	9	0.1	-2	15	-6
Cc1nc(CN(C)c2ncnc3ccc(-c4ccc5c(c4)OCO5)cc23)cs1	-1	/	-2	28	3	/	0	0	-3
CCOC(=O)C1=C(COC(=O)c2ccc3ccccc3c2O)NC(=O)NC1C (centres undefined)	-3	-27	15	-4	-3	53*	8	-5	5
CCOC(=O)CN=C/C(C(C)=O)=C(/C)O	0	-11	3	-33	3	-1.8	3	-11	3
Cc1ccc(CN2C(=O)c3ccccc3NC2c2cc(Br)ccc2O)cc1 (centres undefined)	-7	-4	-12	11	6	0.4	1	1	-14
Cc1ccnc(NS(=O)(=O)c2cc(-c3cc(C)no3)ccc2C(C)C)c1	-6	-3	6	-13	-4	2.1	4	5	1
CC(=O)NC(=S)Nc1cccc2c(C)cc(C)nc12	-3	2	2	-6	-8	-0.9	4	4	7
CS(=O)(=O)N1CCCC(C(=O)NCCCN2CCc3ccccc3C2)C1 (centres undefined)	-1	-1	-6	-3	-5	1.4	8	-4	-2
Fc1ccc(-n2c(CN3CCCCC3)n[nH]c2=S)cc1	2	-4	10	-32	1	2.4	1	-9	21*
O=C(C1CC(=O)N(c2ccccc2)C1)N1CCN(C2=NS(=O)(=O)c3ccccc32)CC1 (centres undefined)	-2	5	-2	10	-1	-1.2	4	20	0
COc1ccc(-c2cc(=O)oc3cc(OC(C)C(=O)NCc4ccccn4)ccc23)cc1 (centres undefined)	0	14	-4	10	11	-2.1	2	-15	-9
CC(=O)N1CCCc2ccc(NS(=O)(=O)c3ccccc3)cc21	4	7	-1	-5	3	2.0	2	5	-9

By substructure: the entries above containing four or more nitrogen atoms (6)
SMILES	M5 ag	CRFBP-R2 block	CHRM4 PAM	TAAR1 antagonist	M5 antag	CRFR2-BP ag	TAAR1 agonist	M1 PAM parental	M5 PAM
CC1CC(=O)Nc2ccccc2N1C(=O)CN1CCN(C=O)CC1 (centres undefined)	-2	-2	5	12	-5	0.5	0	21	-2
CCN1CCN(Cc2nc3c(c(=O)n(C)c(=O)n3C)n2CCc2ccccc2)CC1	-4	-7	4	-15	-1	-0.2	2	22	-1
CCCc1nn(C)c2c1C(c1cccnc1)C(C#N)=C(N)O2 (centres undefined)	-2	-12	-1	-11	-2	1.2	4	19	5
Cc1nc(CN(C)c2ncnc3ccc(-c4ccc5c(c4)OCO5)cc23)cs1	-1	/	-2	28	3	/	0	0	-3
Fc1ccc(-n2c(CN3CCCCC3)n[nH]c2=S)cc1	2	-4	10	-32	1	2.4	1	-9	21*
O=C(C1CC(=O)N(c2ccccc2)C1)N1CCN(C2=NS(=O)(=O)c3ccccc32)CC1 (centres undefined)	-2	5	-2	10	-1	-1.2	4	20	0

Additional compounds.
SMILES	M5 ag	CRFBP-R2 block	CHRM4 PAM	TAAR1 antagonist	M5 antag	CRFR2-BP ag	TAAR1 agonist	M1 PAM parental	M5 PAM
Cc1c(C(=O)NCc2ccc3c(c2)OCCO3)sc(=O)n1Cc1ccccc1C(F)(F)F	5	/	-10	44	-1	/	3	-8	-13
CS(=O)(=O)N1N=C(c2cccs2)CC1c1ccco1 (centres undefined)	-2	4	3	-15	3	0.9	0	6	0
CCN1CCN(Cc2ccc(NC(=O)c3cc(NC(=O)C(=O)c4c[nH]c5ccccc45)cc(OC)c3)cc2C(F)(F)F)CC1	-1&-9	-12&3	-11&-3	48	17&18	2.3&2.4	11	9&1	-10&-6
C[C@@H]1CN([C@H](C)CO)C(=O)c2c(c3ccccc3n2C)-c2ccccc2CO[C@H]1CN(C)C(=O)CCC(F)(F)F	0	-8	-4	0	-1	3.0	1	12	-2
CCCCC1S/C(=N/N=C/c2cccs2)NC1=O (centres undefined)	-2	-1	4	4	-5	-1.8	0	16	10
Cc1ccc(C2NCCS2)cc1 (centres undefined)	3	-10	-10	-35	13	-1.3	4	-9	-5
Cc1ccccc1CCN(CC(=O)NCc1ccc(F)cc1)C(=O)c1csnn1	0	-2	0	24	9	0.3	8	-3	-7
Cc1ccc(C(=O)NCCn2cc(SCC(=O)N3CCOCC3)c3ccccc32)cc1	4	17	-7	-3	11	12	2	0	-13
O=c1cccc(-c2ccc(Br)cc2)o1	-6	8	5	4	-7	-1.4	0	16	2
O=C(NCc1ccccc1)Oc1cccc(Cl)c1	2	8	1	6	7	-4.6	6	11	-13
COc1ccc(N(C(=O)Cn2nnc(-c3ccc(Cl)cc3)n2)C(C(=O)NCC2CCCO2)c2ccc(C)cc2)cc1 (centres undefined)	-2	30	10	-8	-2	7.2	3	-2	1
O=c1oc2ccccc2c(=O)c2ccccc12	2	-1	1	3	9	0.0	1	17	4
CCOC(=O)c1c(/N=C/c2cccc(C)c2O)sc2c1CCN(C)C2	-5	-7	2	/	4	-0.2	/	5	1
CC1C(=O)OC2C1CCC1(C)C3(C)C(=O)C=CC213 (centres undefined)	1	/	-7	15	2	/	1	-8	-2
O=C(NCCc1nc2ccccc2[nH]1)c1ccc(F)cc1	0	-14	5	/	0	-0.8	/	2	2
O=C1NC(=Nc2ccccc2)S/C1=C/c1cccs1	-2	14	3	6	5	-1.2	5	2	-6
CCN(CC)S(=O)(=O)c1ccc(-c2nnc(SCC(=O)Nc3ccc(OC)c(OC)c3)o2)cc1	-4	-6	-2	1	15	0.5	5	-1	-12
Cc1ccc(CSC2=NCCN2S(=O)(=O)c2ccc(F)cc2)cc1	-5	10	-3	-5	10	0.2	4	8	-10
O=C(COC(=O)c1ccc(Br)cc1)NCCN1C(=O)CSC1=O	-1	11	-13	-24	18	-0.2	3	9	-12
CC(=O)Nc1ccc(S(=O)(=O)N2CCC(C(=O)NCCC(=O)NCc3ccncc3)CC2)cc1	-3	15	4	-17	7	1.0	1	17	-4
CC(C)(C)NC(=O)CSc1nnc(C2CC2)n1Cc1ccccc1	-2	-8	11	-9	-11	0.1	5	15	3
COCC1CCCCN1C(=O)CCCn1nnnc1CN1CCC(C)CC1 (centres undefined)	-5	-2	1	-15	-1	0.3	-2	1	4
CCOCC(=O)OCC(=O)NC12CC3CC(CC(C3)C1)C2	3	-8	9	-13	-2	-4.5	1	18	2
CCOC(=O)c1c(NC(=S)NNS(=O)(=O)c2ccc(Br)cc2)sc2c1CCCCC2	-2	26	15	2	1	-3.2	0	15	2
O=C(N/N=C/c1cc([N+](=O)[O-])ccc1O)c1cccc(N2CCCC2=O)c1	-2	2	2	9	7	1.6	0	-8	1
Cn1c(=O)[nH]c(=O)c2c1nc(Br)n2C/C=N/NC(=O)c1ccccc1	0	11	-4	-13	-7	-0.1	2	6	1
Cn1ncc(Cl)c1C(=O)NCc1cc(C(C)(C)C)n[nH]1	6	1	5	6	0	1.1	10	-1	11
Cc1oc(S(=O)(=O)N2CCCCC2)cc1NC(=O)Nc1ccccc1	3	2	-19	0	12	-1.4	12	7	-7
COc1cccc(C(=O)N2CCN(Cc3cccc(F)c3)CC2)c1	-2	9	-5	-5	11	-1.7	21	-5	0
CC1=C(C(=O)N(C)C)CC(CC(=O)NC2CCCC2)C(=O)N1Cc1ccccc1 (centres undefined)	1	8	-3	14	-5	-0.6	2	6	7
OCCN1CCN(CC(O)COc2ccc(C34CC5CC(CC(C5)C3)C4)cc2)CC1 (centres undefined)	-7	-12	4	-6	3	-0.7	20	18	3
O=S(=O)(c1ccc(Cl)cc1)c1nc(-c2ccco2)oc1N1CCOCC1	-3	-4	-11	-24	7	-0.2	5	3	1

No enrichment for hits. About 4.2% of those tested had a hit in this group.
